Screening data: PubChem BioAssay, several laboratories
M. tuberculosis GlmU: inhibition of mycobacterial GlmU enzyme – biochemical, glucosamine-1-phosphate acetyltransferase (AID 1376) | M. tuberculosis GlmU acetyltransferase enzyme assay; higher % means a stronger effect | inhibition, %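 (tested at 30 µM in the primary screen)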, or IC50 in µM where a hit was titrated | 220,000 tested, 0.25% active; in the data active = inhibition above about 13%; inconclusive = no clear call, values can overlap the other calls;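 also: 0% = complete reaction with vehicle and 100% = reaction without substrate; strong numbers were not always called active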
RmlCD inh 1536: inhibitors of Mycobacterium tuberculosis RmlC and RmlD coupled enzymes; P9WH09+P9WH11; RmlC+RmlD coupled enzyme assay, percent inhibition; primary screen in compound mixtures; inhibition, % at 3.6 µM; 160,000 tested, 0.03% active; AID 1533; in the data active = inhibition mostly above about 34%, no sharp cut-off; inconclusive = no clear call, values can overlap the other calls; inactive = mostly below about 22%; also: some results filed as inactive read as strong as hits
Target sequence (P9WH09 whole entry, looked up): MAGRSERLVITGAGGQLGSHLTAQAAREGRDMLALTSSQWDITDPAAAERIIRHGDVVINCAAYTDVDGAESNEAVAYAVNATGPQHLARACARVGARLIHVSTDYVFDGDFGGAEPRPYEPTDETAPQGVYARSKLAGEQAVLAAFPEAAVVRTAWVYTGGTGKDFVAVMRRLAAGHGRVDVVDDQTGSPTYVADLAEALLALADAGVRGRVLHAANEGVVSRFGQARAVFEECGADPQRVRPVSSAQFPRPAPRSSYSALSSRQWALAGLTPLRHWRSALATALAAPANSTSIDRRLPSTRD
Target sequence (P9WH11 whole entry, looked up): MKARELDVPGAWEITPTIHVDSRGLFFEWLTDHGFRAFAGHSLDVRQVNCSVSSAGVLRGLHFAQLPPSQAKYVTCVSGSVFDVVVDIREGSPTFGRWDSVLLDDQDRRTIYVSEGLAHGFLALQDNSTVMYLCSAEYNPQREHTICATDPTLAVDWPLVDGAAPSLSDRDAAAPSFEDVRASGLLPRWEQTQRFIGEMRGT
The depositor's hits bear a star; u = inconclusive; x = not tested or not shown. An excerpt; the hit share may differ from the screen's.

molecule	RmlCD inh 1536	M. tuberculosis GlmU
CC1(C)CC(=O)C2=C(C1)Nc1ccccc1NC2c1ccccn1 (stereo not given)	-9	1.3%
Cn1c(O)c(C(=N)COc2cccc(Cl)c2)c(=O)n(C)c1=O	-14	0.0%
CN(C)NC(=O)c1csnc1-c1c(Cl)cccc1Cl	6	-6.0%
CCOC(=O)C1CCCN(C(=O)c2cc3ncc(Br)cn3n2)C1 (stereo not given)	x	3.1%
CCCC1(C(=O)OCC)NC(c2ccc(N(C)C)cc2)C2C(=O)N(c3ccc(F)cc3)C(=O)C21 (stereo not given)	x	1.1%
CC(C)OC(=O)C(NC(=O)c1ccccc1)=C1CCCCC1	x	2.5%
O=C(Cc1cccs1)Nc1cccc(-c2ccc3nncn3n2)c1	6	x
Nc1[nH][nH]c(=O)c1N=Nc1cccc(Cl)c1	10	-1.4%
CN(Cc1ccc(-n2cccn2)cc1)C(=O)c1cnn2c1NC(c1ccco1)CC2C(F)(F)F (stereo not given)	x	-1.3%
O=C(Nc1cccs1)Nc1ccc(Br)cc1F	1	0.8%
CCCc1nc2oc3ccccc3c(=O)c2c(=O)n1CCCOC	-7	-4.6%
Cc1ccc(S(=O)(=O)NC(=O)c2ccccc2)cc1C(C)C	3	1.4%
COCCn1c(SCC(=O)c2cc(C)n(C)c2C)nc2ccccc2c1=O	-13	6.8%
O=C(COc1cccnc1[N+](=O)[O-])N1CCN(S(=O)(=O)c2ccc3ccccc3c2)CC1	6	7.5%
COc1ccc(CN(Cc2ccc(C(=O)O)cc2)C(=S)Nc2ccccc2F)cc1OC	-54	-1.6%
CC(=O)N1CCc2cc(NS(=O)(=O)c3cccs3)ccc21	x	0.5%

Some values from the list:
Entry of `CC(=O)N1CCc2cc(NS(=O)(=O)c3cccs3)ccc21` in M. tuberculosis GlmU: 0.5%
Entry of `CCCc1nc2oc3ccccc3c(=O)c2c(=O)n1CCCOC` in RmlCD inh 1536: -7
Entry of `COc1ccc(CN(Cc2ccc(C(=O)O)cc2)C(=S)Nc2ccccc2F)cc1OC` in RmlCD inh 1536: -54

The listing continues.
molecule	RmlCD inh 1536	M. tuberculosis GlmU
CCOC(=O)/C=C/C(=O)OCC(=O)NC(c1ccccc1)c1ccccc1	11	2.5%
CNC(=S)NC1CC2CCCC(C1)N2Cc1ccco1 (stereo not given)	-11	-2.4%
COC(=O)C1CCCN1C(=O)COc1ccc(Br)cc1Cl (stereo not given)	-10	2.6%
COCCOCCn1c(/C=C/c2ccccc2)nc2ccccc21	-4	-5.7%
CCOC(=O)Cn1c(=O)oc2cc(S(=O)(=O)NC(C)c3ccccc3)ccc21 (stereo not given)	3	-0.9%
O=C(NCCCNC(=O)c1cccs1)c1cccs1	7	1.8%
COCCCNC(=S)NNC(=O)c1cccnc1	-4	4.4%
N#Cc1cccc(Oc2ccc(-c3cnc4ccccc4n3)cc2)c1C#N	6	-2.9%
COC(=O)C1=C(C)OC(N)=C(C#N)C1c1c(C)nn(C)c1C (stereo not given)	x	3.4%
Cc1ccc(NC(=O)CSc2nnc(NC(=O)c3ccco3)s2)cc1	-12	0.8%
COc1ccc(CCC(C)Nc2cccc(C)c2)cc1 (stereo not given)	5	-1.8%
CC1=C(C(N)=O)S(=O)(=O)c2ccccc21	14	4.1%
COc1cccc(-c2csc(N3CCN(CC(=O)NNC(=O)c4ccco4)CC3)n2)c1	2	0.6%
CC(C)Cn1cc(C(=O)N2CCC3(CC2)OCCO3)c2c3ccccc3n(C)c2c1=O	-5	-1.5%
O=C(COC(=O)c1cc([N+](=O)[O-])ccc1NCCO)c1ccc(Cl)cc1	-8	-7.8%
COc1cc(NC(=O)Cn2ncc3c2-c2ccccc2OC3)cc(OC)c1OC	-6	0.8%
C#CCOc1c(Br)cc(/C=N/O)cc1OCC	2	-3.6%
O=C(O)c1ccc(NCc2ccncc2)cc1	2	1.9%
CCOC(=O)C1CCN(C(=O)Nc2ccc(NC(=O)C3CCN(C(=O)OCC)CC3)cc2)CC1	-4	-4.6%
CC(/C=N/NC(=O)c1cccs1)=C\c1ccco1	8	8.2%
C=CCn1c(O)c(C(CC)=Nc2cccc(C(=O)O)c2)c(=O)[nH]c1=O	x	-1.1%
CCCOC(=O)c1ccc(NC(=O)CSC2=Nc3ccccc3C3CC=NN23)cc1 (stereo not given)	14	-2.5%
O=[N+]([O-])c1ccc(/C=N/n2c(C3CCCCC3)n[nH]c2=S)cc1	x	0.8%
O=C(Nc1ccn(C2CC(OC(=O)c3ccccc3)C(CO)O2)c(=O)n1)c1ccccc1 (stereo not given)	-4	2.5%
N#CC1=C(N)N(c2ccccc2C#N)C2=C(C(=O)CCC2)C1c1ccsc1 (stereo not given)	16	0.2%
COc1ccc(C(=O)N/C(=C\c2cc(OC)c(OC)cc2[N+](=O)[O-])C(=O)NCC(=O)O)cc1	-11	6.6%
CC(C)(C)c1ccc(OCC(=O)NCCN2CCCC2)cc1	12	x
Cc1ccc(-c2ccccc2NC(=O)CCl)o1	x	3.4%
CCC(=O)n1nc(-c2cccnc2)nc1NCc1ccccc1	5	0.7%
O=C(CCS(=O)(=O)c1cccs1)Nc1ccc(C(=O)NC2CCN(Cc3ccccc3)CC2)cc1	-10	6.5%
CCN(CC)c1ccc2c(C)c(CO)c(=O)oc2c1	-9	3.1%
COc1ccc(C(C2C(=O)CC(C)(C)CC2=O)C2C(=O)CC(C)(C)CC2=O)cc1COCC(F)(F)F	6	-6.4%
CC1=NNC(=O)C1CCC(=O)N/N=C(\C)c1ccc(Cl)cc1 (stereo not given)	-9	4.0%
O=[n+]1cc(-c2ccc(Br)cc2)n([O-])c2c1CCC2	-1	-1.6%
CCOC(=O)CCCNC(=O)COC(=O)c1cccc(F)c1	-14	-7.9%
CCOC(=O)c1c(-c2ccccc2)csc1NC(=O)c1ccc(S(=O)(=O)N2CCOCC2)cc1	8	-7.7%
O=C(NCc1ccccc1)c1ccc(S(=O)(=O)Nc2cccc(C(F)(F)F)c2)cc1	11	-1.9%
CN(C)C(Cc1ccccc1)C(=O)c1ccc(-c2ccccc2)cc1 (stereo not given)	2	2.0%
COc1ccc(-c2cnnc(N/N=C/c3ccc(OC)c(OC)c3)n2)cc1	-2	-5.2%
Cc1ccnc(SCCn2c(N3CCOCC3)nc3c2c(=O)[nH]c(=O)n3C)n1	x	6.7%
CN(C)CC1CCCCC1OC(=O)/C=C/c1ccc(Cl)cc1Cl (stereo not given)	8	3.5%
CCCS(=O)(=O)N1CCC(C(=O)NCCc2ccccc2)CC1	1	-0.3%
Cc1cccc(C(=O)NCC(=O)Nc2ccc(S(=O)(=O)Nc3nc(C)cc(C)n3)cc2)c1	12	-1.0%
CCN1C(=O)S/C(=C/c2cn(C)c3ccccc23)C1=O	4	-3.4%
O=C(O)CCN(CCC(=O)O)c1ccccc1	x	1.5%
COCCCn1c(-c2ccc(Cl)cc2)n[nH]c1=S	10	5.7%
CCN(c1ccc(N=Cc2c(O)n(Cc3ccc(OC)cc3)c(=O)c3ccccc23)cc1)C(C)C	-11	-0.2%
COc1cccc(OCCNc2cc(N3CCOCC3)ccc2[N+](=O)[O-])c1	2	1.5%
CSc1ncccc1C(=O)OCC(=O)Nc1ccc2c(c1)OCO2	4	2.2%
Nc1nc(NCc2ccco2)nn1-c1ccccc1	x	2.8%
Cc1ccc(N2C(=O)c3cccc4c([N+](=O)[O-])ccc(c34)C2=O)c2cccnc12	x	-3.4%
S=C(Nc1ccc(Cl)cc1)N1CCOCC1	x	1.9%
CCOCCCn1cc(C(=O)c2cc(Br)ccc2O)cc(C#N)c1=O	-4	-3.1%
CCOc1cc(C)nc(N2CCCC(C(=O)NCc3ccccc3F)C2)n1 (stereo not given)	-9	2.8%
Cc1ccn2cc(-c3cc4ccccc4oc3=O)nc2c1	-6	2.9%
O=c1oc2c(-c3cccc(F)c3)cc(O)cc2s1	-11	5.0%

Next part:
molecule	RmlCD inh 1536	M. tuberculosis GlmU
Cc1ccc(-n2c(O)c(C=Nc3ccc(S(N)(=O)=O)cc3)c(=O)[nH]c2=O)cc1	-14	-0.5%
Nc1c(S(=O)(=O)c2ccccc2)csc1C(=O)O	x	-1.3%
CC1(C(=O)Nc2ccccc2)Cc2ccccc2C(=O)O1 (stereo not given)	3	-0.7%
CCN(c1ccc(NC(=O)CN2C(=O)NC3(CCOc4ccccc43)C2=O)cc1)C(C)C (stereo not given)	x	2.6%
CC(C)(C)c1ncc(S(=O)(=O)c2ccc(C(F)(F)F)cn2)c(N)n1	3	1.8%
CC(=O)NCCN=C(C)c1sc2ccccc2c1O	9	-0.8%
CCOC(=O)C1CCN(Cc2ccc(C(=O)OC)cc2)CC1	x	-5.8%
COC(=O)C1=C(c2cccc(OC)c2OC)C[C@@H]2CC[C@H]1N2C(=O)NC(C)C	x	-0.3%

An excerpt of these results, with values under each structure.
Order of values: RmlCD inh 1536 | M. tuberculosis GlmU
> CCN(c1ccc(NC(=O)CN2C(=O)NC3(CCOc4ccccc43)C2=O)cc1)C(C)C (stereo not given)
 : x | 2.6%
> CC(C)(C)c1ncc(S(=O)(=O)c2ccc(C(F)(F)F)cn2)c(N)n1
 : 3 | 1.8%
> CC(=O)NCCN=C(C)c1sc2ccccc2c1O
 : 9 | -0.8%
> CCOC(=O)C1CCN(Cc2ccc(C(=O)OC)cc2)CC1
 : x | -5.8%

(more compounds)
molecule	RmlCD inh 1536	M. tuberculosis GlmU
O=C(CCCN1C(=O)c2ccccc2C1=O)NCCCn1ccnc1	-3	-0.8%
O=C(CCC1CCCN(Cc2cccc3c2OCO3)C1)NCc1ccc(F)c(F)c1 (stereo not given)	-6	6.2%
O=C(NCCc1nc2ccccc2[nH]1)/C(=C/c1ccco1)NC(=O)c1ccc(Br)o1	5	-3.9%
CC(Oc1ccc(Cl)cc1Cl)C(=O)Nc1ccc2oc(-c3ccncc3)nc2c1 (stereo not given)	-1	2.1%
N#C/C(=C1\CCCN1)c1nc2ccccc2c(=O)[nH]1	x	-5.1%
CC(C)C(C)NC(=O)COC(=O)c1cccc(C(=O)OCC(=O)NC(C)C(C)C)n1 (stereo not given)	10	-2.3%
COc1ccc2c(CC(=O)OCC(=O)Nc3cccc(S(N)(=O)=O)c3)coc2c1	9	-3.6%
CN1CCN(S(=O)(=O)c2ccc(-c3noc(C4CCN(S(C)(=O)=O)CC4)n3)cc2)CC1	6	0.5%

Arranged by number of heavy atoms (lowest first): 3 of the compounds above
molecule	RmlCD inh 1536	M. tuberculosis GlmU
O=[n+]1cc(-c2ccc(Br)cc2)n([O-])c2c1CCC2	-1	-1.6%
CC1=NNC(=O)C1CCC(=O)N/N=C(\C)c1ccc(Cl)cc1 (stereo not given)	-9	4.0%
CCN(c1ccc(N=Cc2c(O)n(Cc3ccc(OC)cc3)c(=O)c3ccccc23)cc1)C(C)C	-11	-0.2%

Remaining list, next part.
molecule	RmlCD inh 1536	M. tuberculosis GlmU
C=C(C)CSc1nnc(-c2cccc(S(=O)(=O)N(C)C)c2)n1-c1cc(OC)ccc1OC	-4	5.9%
O=C(Nc1ccc2c(c1)CCC2)c1ccc(Br)s1	5	6.0%
Cc1cc(CNCc2c(C(=O)N(C)Cc3ccccc3)nc3ccccn23)nn1C	0	-1.1%
CCCCC1=CC2=CC(=O)C(C)(OC(=O)c3ccco3)C(=O)C2=CO1 (stereo not given)	x	1.2%
Cc1cc(N=CC2=C(O)CCCC2=O)no1	x	2.4%
COc1ccc2c(c1)c1nnc(SC)nc1n2C	8	-0.7%
Cc1ccc(C(=O)Nc2cccc(C(F)(F)F)c2)cc1NC(=O)c1ccno1	x	0.4%
Cc1cc(C)cc(NC(=S)NCc2ccncc2)c1	-13	6.3%
CN=c1oc2ccc(Cl)cc2cc1C(N)=O	-16	-1.7%
COC(=O)C1=C(C(=O)c2ccc(C)cc2)C(c2ccccc2)n2nnnc2N1 (stereo not given)	u	x
CCOc1ccc(NC(=S)NC(=O)/C=C/c2ccc(OC)cc2)c([N+](=O)[O-])c1	9	-5.6%
CCCCNC(=O)/C(C#N)=C/c1cccnc1	3	-2.5%
CCCC(=O)NC(=S)Nc1ccc(N2CCN(C(=O)c3cccs3)CC2)cc1	7	0.1%
C/C(CC(=O)Nc1ccccn1)=N\NC(=O)c1ccc2ccccc2c1	8	-2.8%
O=C(NNC(=O)c1ccccc1Cl)c1cc2cc(OC(F)(F)F)ccc2[nH]1	12	-3.8%
COc1ccc(S(=O)(=O)n2nc(OC(=O)c3c(-c4ccccc4Cl)noc3C)cc2N)cc1	12	-1.7%

Molecules listed so far with a tert-butyl group (2):
molecule	RmlCD inh 1536	M. tuberculosis GlmU
CC(C)(C)c1ccc(OCC(=O)NCCN2CCCC2)cc1	12	x
CC(C)(C)c1ncc(S(=O)(=O)c2ccc(C(F)(F)F)cn2)c(N)n1	3	1.8%

(next part)
molecule	RmlCD inh 1536	M. tuberculosis GlmU
CCc1ccc2ncc(C(=O)c3ccccc3)c(N3CCOCC3)c2c1	-11	-1.2%
C=C1c2cc(CC)ccc2NC(=O)N1c1ccc(C)cc1	-4	5.4%
Cc1ccc(/C=C2/C(=O)NC(=O)N(CC3CCCO3)C2=O)s1 (stereo not given)	-11	3.1%
O=C(Nc1ncc2c(n1)CC(c1ccccc1)CC2=O)c1ccco1 (stereo not given)	x	-2.5%
CN(C)CCNC(=O)CCCNC(=O)Cn1cnc2sc3c(c2c1=O)CCCC3	7	1.2%
CCCC(O)(CCC)C(=O)NNc1ccccc1	x	5.6%
